High-throughput results (PubChem BioAssay)
12-LOX inh = ALOX12 (human) lipoxygenase inhibition; purified 12hLO, xylenol orange hydroperoxide absorbance; Potency, µM (series often up to 108 µM), inactives show at the highest dose activity change, negative = inhibition, most hits filed as inhibitors; 580,000 tested, 1.1% active; AID 1671190; also: potency is read from the fitted curve at half-maximal effect; % is scaled to controls: 0 for no effect and ±100 for the full control effect
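Purified human 12hLO (150 nM final) in 25 mM Hepes, 0.01% Triton X-100, pH 7.0 was preincubated 15 min at room temperature with compound. Then 40 uM arachidonic acid was added, 30 min. Hydroperoxide was read by Fe-XO absorbance ratio 573/405 nm.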
POLI inh = blocks human DNA polymerase iota activity. Potency, µM (top dose mostly 115 µM), for the others: top-dose activity, negative = inhibition, actives largely listed as inhibitors. Pol iota fluorescent replication assay, 10 min. 390,000 tested, 1% active. AID 588590. Q9UNA4; also: potency is read from the fitted curve at half-maximal effect
Target sequence (Q9UNA4 whole entry, looked up): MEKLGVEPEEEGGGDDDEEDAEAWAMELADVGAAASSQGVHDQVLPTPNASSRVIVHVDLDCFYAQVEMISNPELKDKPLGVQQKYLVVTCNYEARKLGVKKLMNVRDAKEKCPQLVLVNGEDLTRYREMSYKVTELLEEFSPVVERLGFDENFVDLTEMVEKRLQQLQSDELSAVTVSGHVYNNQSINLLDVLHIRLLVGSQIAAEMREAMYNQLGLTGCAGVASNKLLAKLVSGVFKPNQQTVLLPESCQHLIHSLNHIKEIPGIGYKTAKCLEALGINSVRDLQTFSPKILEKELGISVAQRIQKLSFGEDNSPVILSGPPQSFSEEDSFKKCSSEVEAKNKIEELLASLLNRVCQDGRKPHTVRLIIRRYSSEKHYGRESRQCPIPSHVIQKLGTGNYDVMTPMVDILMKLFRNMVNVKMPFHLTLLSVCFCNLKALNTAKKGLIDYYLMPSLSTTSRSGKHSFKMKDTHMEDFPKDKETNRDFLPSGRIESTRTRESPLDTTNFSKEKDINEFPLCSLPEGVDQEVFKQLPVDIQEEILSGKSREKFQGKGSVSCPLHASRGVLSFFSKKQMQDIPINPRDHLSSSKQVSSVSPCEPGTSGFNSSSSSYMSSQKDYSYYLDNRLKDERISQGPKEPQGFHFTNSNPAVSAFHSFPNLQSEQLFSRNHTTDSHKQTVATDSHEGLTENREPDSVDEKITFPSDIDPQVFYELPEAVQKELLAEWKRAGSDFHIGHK
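Fluorescent replication assay read twice, at 0 min and 10 min after adding 50 nM (final) substrate. Enzyme (10 nM) and compounds were first incubated 15 min at room temperature; enzyme-free buffer wells were negative controls.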
TRHR ag = agonists of human TRH receptor; P34981; TRHR cells, calcium flux fluo-8, FDSS agonist mode; activation, % at 2 µM; 360,000 tested, 0.18% active; AID 493084; in the data active = activation above about 30%; also: 0% is about no effect
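In this calcium-flux screen, cells bearing human TRHR are dye-loaded with fluo-8, baselined for 10 cycles, then exposed to library compounds; positive kinetic calcium responses during the agonist phase mark hits, with TRH as control.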
ERG Ets-DNA blk = ERG Ets/DNA interaction inhibition; P11308; fluorescence polarization, His-ERG Ets domain / labelled DNA; Potency, µM (series often up to 76.9 µM), for inactives: at the highest dose FP activity, negative = inhibition, hits mostly inhibitors; 370,000 tested, 0.028% active; AID 624246; active = well fitted inhibition curve with a large enough effect in the polarisation, with a control signal flat; inconclusive = small, poorly fitted or top-dose-only effect, or effect the other way, or a change in a side signal; inactive = no such curve, though single readings can be large or run the other way; the % refers to the polarisation;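 also: polarization taken with two DNA probes labelled with fluorescein and Texas red; potency is read from the fitted curve at half-maximal effect; % of control where 0% means no effect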
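His-tagged ERG Ets domain (1 uM in the protein solution; 300mM KCl, 50mM Tris-HCl, 1mM EDTA, 1mM DTT, pH 7.5) received compound, then a probe mix of 5 nM fluorescein-DNA and 100nM Texas-615-DNA. Fluorescence polarization was read for both dyes.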
Apoferritin bind = candidate novel general anesthetic via apoferritin binding; P02791; apoferritin/1-aminoanthracene competitive binding, fluorescence; 350,000 tested, 0.074% active; Potency, µM (doses to about 77.5 µM), inactives show at the highest dose activity change, negative = displacement, most hits filed as inhibitors; also: potency is read from the fitted curve at half-maximal effect; % is scaled to controls: 0 for no effect and ±100 for the full control effect; nearly all actives have a fitted effect of over 20% in size
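Apoferritin-based anesthetic binding model; compound displacement of fluorescent 1-AMA measured as endpoint fluorescence after 10 minutes at room temperature, scaled to free-ligand and complex controls.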
Pol beta inh = inhibitors of human DNA polymerase beta; P06746; Pol beta primer extension/strand displacement, fluorescence kinetic; Potency, µM (highest dose often 114 µM), without a hit: at the highest dose activity change, negative = inhibition, most hits filed as inhibitors; 340,000 tested, 1.3% active; AID 485314; also: potency is read from the fitted curve at half-maximal effect; % is scaled to controls: 0 for no effect and ±100 for the full control effect
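Pol beta (10 nM) and compounds were preincubated 15 min at room temperature, then 50 nM substrate (final) started primer extension/strand displacement. Reads were taken at 0 and 10 min; concentration-response data were fitted to a four-parameter Hill equation.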
BLM inh = blocks DNA unwinding by human BLM helicase | AID 2528 | Potency, µM (doses to about 56.1 µM), without a hit: top-dose activity change, negative = inhibition, most hits filed as inhibitors | recombinant BLM DNA unwinding, fluorescence dequenching | P54132 | 350,000 tested, 0.2% active;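 also: potency is read from the fitted curve at half-maximal effect; plate controls were vehicle for no effect and no enzyme for full effect; nearly all actives have a fitted effect of over 35% in size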
APEX1 inh = APE1 (human) endonuclease inhibition; P27695; recombinant APE1, TAMRA/BHQ-2 abasic DNA cleavage fluorescence; Potency, µM (top dose mostly 65.8 µM), for the others: at the highest dose activity change, negative = inhibition, actives largely listed as inhibitors; 350,000 tested, 0.35% active;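 also: potency is read from the fitted curve at half-maximal effect; plate controls were vehicle for no effect and reference inhibitor for full effect; nearly all actives have a fitted effect of over 55% in size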
Target sequence (P27695 whole entry, looked up): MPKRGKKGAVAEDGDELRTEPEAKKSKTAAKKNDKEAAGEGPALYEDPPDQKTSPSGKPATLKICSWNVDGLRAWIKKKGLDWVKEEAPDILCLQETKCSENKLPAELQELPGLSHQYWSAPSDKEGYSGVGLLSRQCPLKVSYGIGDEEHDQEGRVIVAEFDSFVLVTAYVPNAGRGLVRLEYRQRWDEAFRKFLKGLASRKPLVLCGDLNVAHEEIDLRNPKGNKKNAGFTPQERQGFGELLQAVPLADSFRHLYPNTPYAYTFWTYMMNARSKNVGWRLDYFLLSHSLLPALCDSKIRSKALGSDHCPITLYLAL
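Measures dequenching upon AP-site incision of a 5'-TAMRA/3'-BHQ-2 THF-containing duplex, 50 nM; human APE1 0.75 nM after 15 min room-temperature exposure to compound; kinetic three-point read at one-minute spacing.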
POLK inh = inhibitors of human DNA polymerase kappa | Q9UBT6 | purified Pol kappa, fluorescent DNA synthesis assay, 10 min | Potency, µM (doses to about 107 µM), for inactives: at the highest dose activity, negative = inhibition, usual class: inhibitors | 400,000 tested, 0.53% active; also: potency is read from the fitted curve at half-maximal effect; % is scaled to controls: 0 for no effect and ±100 for the full control effect
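Kinetic fluorescence readout at 0 and 10 min followed reaction start with substrate at 50 nM final. Beforehand, enzyme (10 nM Pol kappa) stood 15 min with compound at room temperature; buffer-only wells were negative controls.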
Numbers without * were called inactive; ? = inconclusive; / = no result given; & = joins results of further samples; [ ] = another dose, or the depositor's remark. Unless noted, calls follow the shape of the dose curve; as a rule, active = well fitted curve in the direction sought with a large enough effect; inconclusive = small, poorly fitted or top-dose-only effect, or another doubt; inactive = no such curve, though single readings can be large; an effect the other way counts as inactive or inconclusive. This is a subset; count on the stated rates, not on these rows.

#	Structure	12-LOX inh	POLI inh	TRHR ag	ERG Ets-DNA blk	Apoferritin bind
1	NC(=O)c1ccccc1NC(=O)c1cc(S(=O)(=O)N2CCCCC2)ccc1N1CCOCC1	-15%	16%	-0.1	-2%	/
2	CCN(CC)CCCN1C(=O)C(=O)/C(=C(/O)c2ccc(C)cc2)C1c1ccccn1 (configuration not stated)	0%	?	0.7	-8%	-9%
3	Cc1cc2cc3c(cc2nc1SCc1ccc(C(=O)O)cc1)OCCO3	-15%	-17%	-0.2	-8%	2%
4	Cc1cccc(NC(=O)CCS(=O)(=O)c2ccc(Cl)cc2)c1	11%	19%	-0.7	19%	-8%
5	Cc1ccc(NC(=O)c2ccc3ncsc3c2)cc1S(=O)(=O)N(C)C	?	/	-0.7	/	-5%
6	Cc1ccc(C(=O)Nc2ccc(F)cc2F)o1	0%	6%	-1.0	-2%	?
7	O=C(/C=C/c1ccc(O)cc1)c1ccccc1O	/	/	/	/	?
8	COc1cc(C(=O)O/N=C(\N)c2ccc([N+](=O)[O-])cc2)cc(OC)c1OC	-12%	-13%	0.1	13%	-5%
9	CCc1ccccc1NC(=O)Cn1cccc1C1=NC(c2ccccc2)CO1 (configuration not stated)	-1%	31%[activator]	-0.3	-3%	-12%
10	CC(C)c1cc(C(F)(F)F)n2nc(C(=O)O)cc2n1	0%	35%[activator]	0.4	-10%	-8%
11	COc1ccc(CN2CCNC(=O)C2CC(=O)N2CCCN(C(C)=O)CC2)c(OC)c1 (configuration not stated)	2%	39%[activator]	0.3	15%	-2%
12	Cc1ccc(S(=O)(=O)N2CCCC2CNC(=O)c2ccc3c(c2)OCO3)cc1 (configuration not stated)	-23%	?	-0.3	10%	/

#	Pol beta inh	BLM inh	APEX1 inh	POLK inh
1	/	/	-7%	-10%
2	30%	2%	3%	-5%
3	-18%	-3%	3%	3%
4	1%	-5%	25%	-1%
5	-20%	-1%	-4%	/
6	?	-1%	-1%	-2%
7	/	-10%	0%	?
8	19%	-7%	2%	-3%[60.1 µM]
9	-20%	-2%	2%	-3%
10	11%	-2%	2%	-3%
11	16%	1%	26%	-5%
12	/	/	6%	-4%

The list continues:
#	Structure	12-LOX inh	POLI inh	TRHR ag	ERG Ets-DNA blk	Apoferritin bind
13	CC(Sc1sc(=S)sc1SC(C)C(=O)O)C(=O)O (configuration not stated)	?	?	-0.4	10%	-14%
14	CN(CC(=O)NC1CCCCCC1)S(=O)(=O)c1ccc2c(c1)n(C)c(=O)c(=O)n2C	21%[57.4 µM]	17%	0.4	-5%	0%
15	CN(C)C(CNC(=O)c1ccc2c(c1)S(=O)(=O)c1ccccc1C2=O)c1ccco1 (configuration not stated)	-3%	27%	-0.2	-12%	-11%
16	CCN(CC)c1ccc(NC(=O)Cn2ncc3c(C)n(Cc4ccccc4F)c(C)c3c2=O)c(C)c1	-11%&-29%	23%&39%	-0.4&-0.1	3%&2%	-15%&-5%
17	CCC1(C(=O)OC)NC(c2ccccc2OC)C2C(=O)N(C)C(=O)C21 (configuration not stated)	0%	6%	-1.6	1%	-9%
18	COc1cccc(N2CCN(S(=O)(=O)c3ccc4c(c3)NC(=O)CS4)CC2)c1	-12%	55%[activator]	0.1	2%	-8%
19	Cn1c(=O)c(-c2ccccc2)nc2cnc(Oc3ccccc3)nc21	0%	/	/	/	/
20	Nc1nc(NCC2CCCO2)nc(Nc2cccc(F)c2)c1[N+](=O)[O-] (configuration not stated)	-8%	-11%	1.8	-2%	6%
21	CCOC(=O)c1ccc(NC(=O)C(=O)NCc2ccncc2)cc1	-6%	?	-1.6	1%	0%
22	COc1ccc(CNC(=O)CCSCc2ccc(C)cc2)cc1	0%	148%[activator]	-0.7	-7%	?
23	COc1cc(C#Cc2c(-c3cncn3C)n(C)c3ccc(-c4cc(OC)c(OC)c(OC)c4)cc23)cc(OC)c1	10%	60%[activator]	/	1%	/
24	COc1ccc(C2C(C(=O)c3sc(C)nc3C)=C(O)C(=O)N2CCN(C)C)cc1 (configuration not stated)	?	-4%	1.0	12%	-11%

#	Pol beta inh	BLM inh	APEX1 inh	POLK inh
13	10%	3%	-4%	-4%
14	10%	-3%	-3%	6%
15	13%	-9%	2%	-2%
16	3%&-18%	-12%&-8%	7%	-5%&-2%
17	22%	2%	1%	-5%
18	-10%	-1%	0%	-28%
19	/	-1%	8%	-7%[60.1 µM]
20	20%	-6%	-1%	7%
21	1%	-3%	-4%	-14%
22	-1%	-5%	1%	-9%
23	/	/	-3%	-17%
24	12%	-6%	1%	-29%

Quoted from the entries so far for reference:
#	Structure	12-LOX inh	POLI inh	TRHR ag	ERG Ets-DNA blk	Apoferritin bind
20	Nc1nc(NCC2CCCO2)nc(Nc2cccc(F)c2)c1[N+](=O)[O-] (configuration not stated)	-8%	-11%	1.8	-2%	6%
21	CCOC(=O)c1ccc(NC(=O)C(=O)NCc2ccncc2)cc1	-6%	?	-1.6	1%	0%
22	COc1ccc(CNC(=O)CCSCc2ccc(C)cc2)cc1	0%	148%[activator]	-0.7	-7%	?
23	COc1cc(C#Cc2c(-c3cncn3C)n(C)c3ccc(-c4cc(OC)c(OC)c(OC)c4)cc23)cc(OC)c1	10%	60%[activator]	/	1%	/
24	COc1ccc(C2C(C(=O)c3sc(C)nc3C)=C(O)C(=O)N2CCN(C)C)cc1 (configuration not stated)	?	-4%	1.0	12%	-11%

#	Pol beta inh	BLM inh	APEX1 inh	POLK inh
20	20%	-6%	-1%	7%
21	1%	-3%	-4%	-14%
22	-1%	-5%	1%	-9%
23	/	/	-3%	-17%
24	12%	-6%	1%	-29%

Later entries
#	Structure	12-LOX inh	POLI inh	TRHR ag	ERG Ets-DNA blk	Apoferritin bind
25	Cc1ccc([N+](=O)[O-])cc1NC(=O)Nc1cccc(F)c1	-6%	-10%	3.3	1%	3%
26	CC(=O)Nc1ccc(NC(=O)C(Sc2ccccc2)c2ccccc2)cc1 (configuration not stated)	7%	25%	0.9	-10%	2%
27	Cc1ccc(-n2nnc(-c3cccnc3)n2)cc1	3%	?	/	3%	/
28	CCCCN(C(=O)CCC(=O)Nc1cc(C)on1)C(C(=O)NC1CCCC1)c1ccccc1OCC (configuration not stated)	-17%	7%	-0.7	-13%	?
29	Cn1c(=O)[nH]c(=O)c2c1nc1n(CCO)c(-c3ccccc3)cn21	-5%	30%[activator]	-1.4	4%	-5%
30	COc1cc2c(c(O)c1OC)-c1c(cc(OC)c(OC)c1OC)C[C@@H](C)[C@@H](C)C2	-5%	3%	0.7	5%	-20%
31	CCN(CC)CCN1C(=O)C(O)=C(C(C)=O)C1c1ccc(OC)c(OC)c1 (configuration not stated)	?	3%	1.9	-15%	-4%
32	CCOc1ccc(NC(=O)CSc2nnc(-c3ccncc3)n2CC2CCCO2)cc1 (configuration not stated)	0%	10%	-0.5	2%	-9%
33	C/C(Nc1ccccc1)=C(/C#N)C(N)=O	-21%	-4%	0.5	3%	-9%
34	CC(CNC(=O)c1ccc(C#N)cc1)NC(=O)c1ccc(C#N)cc1 (configuration not stated)	55%[activator]	23%	1.8	-5%	-3%
35	COc1ccc(Cl)cc1NC(=O)C1Cc2ccccc2CN1S(C)(=O)=O (configuration not stated)	?	56µM*	-1.1	13%	6%
36	CCC(C)NC(=O)CSc1nc2scc(-c3ccccc3)c2c(=O)[nH]1 (configuration not stated)	0%	140%[activator]	-0.4	11%	-8%

#	Pol beta inh	BLM inh	APEX1 inh	POLK inh
25	0%	-7%	58%[activator]	-11%
26	-12%	-1%	1%	1%
27	/	/	/	-9%
28	-1%	-3%	41%[activator]	3%
29	2%	-2%	/	-2%
30	3%	2%	-4%	-19%
31	31%	3%	19%	-8%
32	-26%	1%	2%	-3%
33	7%	1%	2%	-2%
34	66%	0%	-40%	0%
35	?	-6%	-5%	-35%
36	81%	0%	-4%	-3%

(next part)
#	Structure	12-LOX inh	POLI inh	TRHR ag	ERG Ets-DNA blk	Apoferritin bind
37	O=C(Nc1ccc(F)cc1F)c1cnn(-c2ccc(F)cc2)c1-n1cccc1	-24%	8%	-0.2	-2%	-8%
38	COc1cccc2cc(C(=O)Nc3ccc(CC(=O)O)cc3)c(=O)oc12	?	-29%	0.5	4%	1%
39	CC/S(=N\S(=O)(=O)c1ccc(C)cc1)c1ccccc1 (configuration not stated)	73%[activator]	9%	-0.1	3%	-12%
40	Cc1cc(-c2ccccc2)nc(N(C)NC(=O)C(C)(C)C)c1S(C)(=O)=O	0%	38%[activator]	0.4	-12%	-5%
41	O=c1c(CCc2ccccc2)nc2cnc(N3CCOCC3)nc2n1Cc1ccc(F)cc1	?	/	/	/	/
42	CCCOC(=O)C1[C@H]2C(=O)N(CC3CCCO3)C[C@]23C=C[C@H]1O3 (some centres not stated)	7%	13%	0.9	-3%	-8%
43	COc1ccc(/C=C/C(=O)O)cc1Cl	20%	2%	0.3	-4%	6%
44	O=C1NCCNC1(c1c[nH]c2ccccc12)C(F)(F)F (configuration not stated)	27%	-26%	0.0	1%	3%
45	CN1C(C(=O)Nc2ccc(OC(F)(F)F)cc2)=CC(c2cccs2)=NS1(=O)=O	1%&-25%	-12%&11%	0.1&0.4	5%&12%	3%&-2%

#	Pol beta inh	BLM inh	APEX1 inh	POLK inh
37	?	0%	/	-5%
38	-16%	-1%	/	-22%
39	-11%	-2%	3%	-8%
40	12%	-5%	-2%	5%
41	/	1%	2%	?
42	8%	-2%	-3%	-6%
43	1%	0%	-3%	-9%
44	20%	-1%	1%	-12%
45	-4%&-13%	-15%&0%	10%	1%&7%
